# Compound activity: PubChem, several laboratories
# KLF5 inh – suppresses KLF5 promoter-driven expression; 290,000 compounds, 0.23% hits; DLD-1 KLF5 promoter-luciferase reporter, luminescence; AID 1700; inhibition, % at 5 µM;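 active = inhibition above a per-plate limit of that plate's mean compound inhibition plus 3 SD, cut at about 60% in these data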;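 note: 0% = DMSO wells and 100% = LY294002 at 200 µM; higher means less KLF5 promoter-driven luciferase light; inactives centre near -14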
# AI-2 QS modul – modulates the Vibrio harveyi AI-2 quorum sensing system; Vibrio harveyi JMH597 AI-2 luminescence/OD600 ratio, 9 h; hits give low values; strain lacks LuxN and CqsS sensors; 0 = neutral-control median; activity change, % at 7.5 µM; 300,000 compounds, 0.4% hits; AID 2094; in the data active = activity change below about -75%, passing the limit was not always enough;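 note: luminescence divided by OD600 gain over 9 h not by final OD600 alone; inactives centre near 13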
# HSF1 inh – HSF1 inhibition | NIH3T3-HGL HSE-luciferase, MG132-induced, luminescence 8 h; hits give low values | activity change, negative = inhibition, % at 7.5 µM (by protocol) | AID 2098 | 300,000 compounds, 0.77% hits;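 active = more than half of replicate wells show activity change below -50%, luminescence cut by over half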;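 note: luciferase reports HSF-1 transcriptional activity via heat shock element; 0% = median of DMSO wells and -100% = zero luminescence signal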
# IEC-6 cytotox – counter-screen for KLF5 inhibitors: cytotoxicity in IEC-6 cells; AID 1825; 290,000 compounds, 0.78% hits; IEC-6 cytotoxicity, luminescence viability; inhibition, % at 5 µM; in the data active = inhibition above about 22%;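 note: 0% = plate median of test compound wells and 100% = cytotoxic reference compound wells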
# PolyA inh – yeast polyadenylation inhibition. calls only at 12 µM. AID 1875. S. cerevisiae SKY197-pL101 polyadenylation reporter, beta-gal luminescence; efflux-impaired pdr1/pdr3 knockout yeast; score 100 = 6 SD above DMSO. 300,000 compounds, 0.02% hits;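 active = lowest replicate activity score at least 50, where 100 means six control SD above control mean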;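 note: yeast exposed to compound for 9 h at 30 °C; higher score means more reporter readthrough which indicates perturbed polyadenylation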
# GSK3A inh – blocks human GSK-3 alpha kinase. AID 2650. 320,000 compounds, 0.1% hits. inhibition, % at 10 µM. ADP-Glo luminescence, 60 min. P49840;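 in the data active = inhibition above about 50%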;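 note: GST-tagged GSK-3 alpha with peptide substrate and 25 µM ATP; 0% = DMSO neutral wells and 100% = GW8510 positive control wells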
# Target sequence (P49840 whole entry, looked up): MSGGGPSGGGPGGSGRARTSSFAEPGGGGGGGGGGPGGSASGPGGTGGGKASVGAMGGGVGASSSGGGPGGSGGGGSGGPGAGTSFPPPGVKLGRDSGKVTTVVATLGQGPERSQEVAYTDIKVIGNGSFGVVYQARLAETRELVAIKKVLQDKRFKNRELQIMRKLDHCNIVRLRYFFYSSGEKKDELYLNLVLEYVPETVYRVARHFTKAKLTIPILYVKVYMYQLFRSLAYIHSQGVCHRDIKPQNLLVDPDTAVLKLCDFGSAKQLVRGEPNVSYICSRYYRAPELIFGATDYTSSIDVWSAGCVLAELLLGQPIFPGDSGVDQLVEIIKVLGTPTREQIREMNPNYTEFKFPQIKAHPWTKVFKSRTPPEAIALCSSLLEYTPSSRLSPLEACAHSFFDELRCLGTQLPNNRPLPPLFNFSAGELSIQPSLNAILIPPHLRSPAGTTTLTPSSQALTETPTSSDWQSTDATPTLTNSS
# aSyn UTR inh – 5' untranslated region of α-synuclein, MLPCN primary screen | 300,000 compounds, 0.82% hits | alpha-synuclein 5'UTR reporter, inhibitor activity | inhibition, % (tested at 7.5 µM); in the data active = inhibition above about 60%;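 note: H4 neuroglioblastoma cells stably carrying SNCA 5'UTR luciferase fusion; 0% = DMSO wells and 100% = positive control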
# HSP90 refold inh – inhibitors of HSP90 luciferase refolding in rabbit reticulocyte lysate; luciferase refolding luminescence, 3 h; inhibition, % at 5.6 µM; 290,000 compounds, 0.91% hits;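 active = inhibition above the screen-wide mean plus 3 SD, computed separately per campaign, cut at about 16% in these data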;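 note: 0% = DMSO wells and 100% = 60 µM geldanamycin wells; inhibitors lower the luminescence because luciferase stays unfolded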
# HSF1 activator – increases HSF-1 driven luciferase reporter signal. NIH3T3-HGL HSF-1 luciferase reporter, MG132, 8 h; 100% = twice DMSO control signal. activation, % at 9 µM. 300,000 compounds, 1.7% hits;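 active = mean replicate activation of at least 50% with a set share of replicates each reaching 50%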;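 note: 0% = median of the neutral control wells and 100% = twice that signal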
# GSK3beta inhib – inhibitors of human GSK3beta kinase | activity score (negative = inhibition), % at 10 µM | AID 2097 | 300,000 compounds, 0.038% hits | P49841 | GST-GSK3beta kinase, ADP-Glo luminescence, 60 min; hits give low values;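 active = more than half of replicate wells score below -50%, meaning over 50% inhibition versus plate controls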;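 note: 0% = median DMSO wells and -100% = median GW8510 positive control wells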
# Target sequence (P49841 whole entry, looked up): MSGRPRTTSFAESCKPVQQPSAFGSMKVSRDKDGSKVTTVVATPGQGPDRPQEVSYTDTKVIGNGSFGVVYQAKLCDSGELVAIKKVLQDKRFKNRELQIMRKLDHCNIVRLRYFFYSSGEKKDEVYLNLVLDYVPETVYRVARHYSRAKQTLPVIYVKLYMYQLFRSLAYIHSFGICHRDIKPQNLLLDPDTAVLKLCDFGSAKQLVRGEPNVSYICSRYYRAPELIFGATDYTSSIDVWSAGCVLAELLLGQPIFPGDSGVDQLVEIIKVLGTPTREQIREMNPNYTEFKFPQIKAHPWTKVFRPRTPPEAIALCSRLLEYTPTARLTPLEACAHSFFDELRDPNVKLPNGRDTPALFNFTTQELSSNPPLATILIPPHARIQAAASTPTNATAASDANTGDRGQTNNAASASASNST
#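 Test system: GST-fused GSK3beta enzyme, cell-free | Quantity: 1.6 ng GST-GSK3beta enzyme per well | Reagent: 25 µM ATP with peptide substrate | Schedule: 60 min enzyme reaction, room temperature | Signal: Luminescent ADP-Glo measurement of ADP formed | Read-out basis: Score relative to plate controls | Control set: DMSO and 20 µM GW8510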
# Active calls of the source: *; i = inactive; nt = not tested or not shown. Not all compounds are listed. The share of hits here may be higher or lower than overall.
SMILES	GSK3beta inhib	GSK3A inh	HSF1 inh	AI-2 QS modul	IEC-6 cytotox	HSP90 refold inh	HSF1 activator	PolyA inh	KLF5 inh	aSyn UTR inh
CCn1c(SCC(=O)Nc2ccc(OC)c(OC)c2)nnc1-c1ccco1	-2	-1	-3	24	1	1	8	i	-35	9
Cc1ccnc(Nc2nc(-c3c(C)nc4sccn34)cs2)c1	-1	1	3	18	6	2	-2	i	-57	-103
Cc1ccn2cc(-c3ccc(O)c(O)c3)nc2c1	-15	17	4	20	23*	15	11	i	-58	41
CC(=O)c1ccc(NC(=S)NC2CCCC(C)C2C)cc1 (stereo unspecified)	3	-1	-5	-12	7	-2	8	i	9	-18
Cc1cccc(CSc2ccc3nnc(-c4cccnc4)n3n2)c1	1	-1	4	18	9	-1	14	i	-25	35
CN1C[N+]([O-])=C(c2ccccc2)C1(C)C	3	-4	-2	11	1	-1	2	i	-21	26
CCn1c(COc2cccc3cccnc23)nnc1SC(F)F	0	-1	11	42	4	2	14	i	12	10
CCN(CC)S(=O)(=O)c1ccc2c3c(cccc13)C(=O)S2	-2	1	-8	29	2	-2	-10	i	-33	16
CC(C)(O)CC[C@H](OC(=O)c1ccccc1)[C@](C)(O)[C@H]1CC[C@@]2(O)C3=CC(=O)[C@@H]4C[C@@H](O)[C@H](O)C[C@]4(C)C3CC[C@]12C (stereo partly specified)	-1	-1	-9	11	0	-3	-17	nt	-19	3
CC1CCC/C(=C\Nc2ccccc2C(=O)O)C1=O (stereo unspecified)	1	-3	0	48	4	3	1	i	-12	-16
O=C(CCC1CCCCC1)NCc1cccnc1	-4	-2	-1	2	1	-9	0	i	-55	14
CC1=C(/C=C/C(C)=C/C=C/C(C)=C/C(=O)O)C(C)(C)CCC1	2	0	-2	14	9	3	-12	i	-16	-5
CCOc1ccc(NS(=O)(=O)c2ccc(NC(=S)NC(C)=O)cc2)cc1	-3	-1	-4	9	-1	1	1	i	-40	-15
O=C(Nc1ccc(Br)cc1)c1cccnc1N1CCOCC1	-2	0	-9	7	-2	-1	9	i	-25	9
Cc1cccc(NCC(O)Cn2cnc3c2c(=O)n(C)c(=O)n3C)c1 (stereo unspecified)	-1	-23	-6	25	-2	0	-5	i	-25	-16
COc1ccc(CNC(=O)Nc2ccc(C)c(C)c2)cc1	4	nt	4	-63	-1	3	14	i	-55	-5
Cc1cc2oc3c(c(=O)c2cc1C)C(c1cccc(Br)c1)N(Cc1ccco1)C3=O (stereo unspecified)	-2	-3	8	9	-2	5	40	i	-32	-35
Cc1cccc(NC(=O)CCNC(=O)c2ccccc2Cl)n1	0	1	3	12	2	0	-9	i	-5	2
COc1ccc(C(=O)Nc2nc(-c3ccc(OC)cc3)c(-c3ccc([N+](=O)[O-])cc3)s2)cc1	2	2	-5	21	2	1	-4	i	-15	2
C/C(=N\NC(=O)CNC(=O)C(c1ccccc1)c1ccccc1)c1ccc(C)cc1	2	-1	2	16	-8	-3	-3	i	-6	9
CCOc1ccc(CNC(=S)N/N=C/c2cccnc2)cc1	-1	-3	6	15	9	-1	26	i	2	8
CN(Cc1ccccc1)C(=O)COc1ccc(-c2nnco2)cc1	1	0	-7	15	-1	-4	-7	i	-38	30
CC(=O)Oc1ccc(C(=O)Nc2nnc(C)s2)cc1	0	1	15	22	1	5	2	i	-43	-63
O=C(Nc1ccn(Cc2ccccc2)n1)c1cccc(F)c1	-1	nt	5	-16	0	11	-9	i	-118	-96
Cc1cc2oc(=O)cc(CN3CCC(C)CC3)c2cc1Cl	-2	0	1	6	-2	-2	1	i	2	-39
CN(C)C=Nc1nonc1-c1ncn[nH]1	2	-2	-5	5	-2	2	-13	i	-38	13
O=[N+]([O-])c1ccc(N2CCNCC2)cc1Sc1nc2ccccc2[nH]1	-1	-5	-7	55	1	-1	-3	i	-6	-7
COC(=O)C1=NNC(C(=O)c2ccco2)C1c1ccccc1 (stereo unspecified)	4	-5	2	20	0	-2	8	i	-32	-6
CCCCn1c(N)c(N(CCC(C)C)C(=O)C2CSC3(C)CCC(=O)N23)c(=O)[nH]c1=O (stereo unspecified)	3	2	2	18	nt	nt	-11	i	nt	0
COc1cc2c(cc1NC(=O)c1cccc([N+](=O)[O-])c1C)oc1ccccc12	0	nt	3	5	6	4	10	i	-2	-3
Cc1ccc(S(=O)(=O)Cn2nnnc2CN(Cc2ccco2)Cc2cccs2)cc1	2	0	9	-6	-2	0	25	i	-18	0
Cc1nccn1-c1ncnc2sc3c(c12)CCCC3	-4	-1	-7	24	8	-4	7	i	-29	32
Cc1nn(CCCC(=O)N2CCc3ccccc3C2)c(=O)c2cc3sccc3n12	2	-5	-1	10	3	1	2	i	-41	11
COc1ccc(CCC(C)NCc2ccccc2OC)cc1 (stereo unspecified)	-2	-1	-3	26	8	0	-19	i	16	5
O=C(NCCc1ccccc1)C1CCC(CNS(=O)(=O)c2cccs2)CC1 (stereo unspecified)	6	-1	-11	10	-6	-1	-6	i	-3	-35
CCCc1cc(=O)oc2cc(C)cc(OCC(=O)NC3CCN(Cc4ccccc4)CC3)c12	0	-2	9	19	1	-4	17	i	-32	6
CCOC(=O)/C(C#N)=C/c1cc2ccccc2nc1N1CCCCC1	2	-1	8	-1	-3	1	2	i	-22	17
Clc1cccc(Cl)c1CSc1nnc(/C=C/c2ccccc2)o1	0	-3	-5	11	0	0	14	i	-10	-38
O=C(N/N=C/c1c(F)c(F)c(F)c(F)c1F)c1ccc(Cn2cc(Br)cn2)o1	2	2	-11	-6	2	2	-3	i	17	43
O=C(O)c1ccc(COCC(F)(F)C(F)F)o1	-1	-32	-3	31	5	3	6	i	-10	11
COCCNC(=O)NC(=O)COC(=O)c1ccc2[nH]c3c(c2c1)CCCC3	-4	0	8	33	1	0	13	i	-19	-1
CCCC(C(=O)NC(C)(C)C)N(CC1CCCO1)C(=O)CNS(=O)(=O)c1ccc(F)cc1 (stereo unspecified)	-1	-3	1	15	-1	-2	3	i	-24	7
CCOC(=O)/C(C(C)=O)=C1\OC(=O)c2ccccc21	-2	-1	4	16	-1	5	31	i	-7	20
COc1ccc(/C=N/NC(=O)CC(=O)N/N=C/c2ccc(OC)cc2)cc1	5	0	2	-5	-5	-4	13	i	-18	17
c1ccc(CSc2nnc(-c3ccco3)c(-c3ccco3)n2)cc1	3	-1	7	13	-9	2	2	i	2	-39
COc1ccc(NC(=O)N(Cc2cccnc2)Cc2ccccc2Cl)c(OC)c1	-3	nt	5	4	-5	-1	-1	i	-8	21
COc1ccc(NC(=O)COC(=O)C2CC(=O)N(c3ccc(OC(C)C)cc3)C2)cc1 (stereo unspecified)	2	-2	-1	55	0	0	9	i	-22	5
COc1cccc(NC(=O)NNC(=O)CCc2ccc(O)c(O)c2)c1	0	2	6	1	7	3	1	i	6	-26
COc1ccc(N2CCN(C(c3ccc4ncccc4c3)c3nnnn3C(C)(C)C)CC2)cc1 (stereo unspecified)	5	-1	0	23	2	3	2	i	-2	1
COc1ccc(/C=C(\C#N)C(=O)NCC2CCCO2)cc1OC (stereo unspecified)	1	0	-4	27	-3	2	-5	i	-28	-9
O=C(CSc1nc(-c2cccs2)cc(C(F)(F)F)n1)Nc1cc(OCC(F)(F)C(F)F)cc([N+](=O)[O-])c1	1	0	0	37	2	1	-14	i	9	8
O=S(=O)(NCCc1ccccc1)c1ccc(-n2cnnn2)cc1	2	0	-2	24	-2	2	2	i	-5	-6
O=[N+]([O-])c1ccc2nc(-c3ccc(Cl)cc3)[nH]c2c1	1	14	32	12	3	-2	80*	i	-253	-221
Cc1noc(C)c1C(=O)NC(C)C1CCCO1 (stereo unspecified)	5	-1	-6	11	-4	-3	25	i	-26	3
C=CCNC(=O)COc1ccc(S(=O)(=O)N2CCCC2)cc1	0	3	-2	18	1	-2	2	i	-10	11
Cc1ccc(C)c(NC(=O)C2CCCN(c3cnccn3)C2)c1 (stereo unspecified)	0	-1	3	15	0	-3	6	i	-8	-8

# Reprinted at random: two entries already listed.
SMILES	GSK3beta inhib	GSK3A inh	HSF1 inh	AI-2 QS modul	IEC-6 cytotox	HSP90 refold inh	HSF1 activator	PolyA inh	KLF5 inh	aSyn UTR inh
O=[N+]([O-])c1ccc2nc(-c3ccc(Cl)cc3)[nH]c2c1	1	14	32	12	3	-2	80*	i	-253	-221
COc1ccc(N2CCN(C(c3ccc4ncccc4c3)c3nnnn3C(C)(C)C)CC2)cc1 (stereo unspecified)	5	-1	0	23	2	3	2	i	-2	1

# Next records follow:
SMILES	GSK3beta inhib	GSK3A inh	HSF1 inh	AI-2 QS modul	IEC-6 cytotox	HSP90 refold inh	HSF1 activator	PolyA inh	KLF5 inh	aSyn UTR inh
Cc1cc(=O)[nH]c(S)c1C#N	-5	-2	0	2	0	0	-8	i	-25	2
CCN(CC)C(=O)C1CCCN(c2ccc([N+](=O)[O-])cc2/C=N/NC(=O)c2ccc([N+](=O)[O-])cc2)C1 (stereo unspecified)	0	-4	-78*	26	3	-5	-82	i	-9	2
CCCc1cc(=O)[nH]c(SCC(=O)N2CCN(S(=O)(=O)c3ccc(C)cc3)C2)n1	0	-1	1	1	4	1	0	i	-26	3
S=C(NCC(c1cccnc1)N1CCOCC1)NC1CCCCC1 (stereo unspecified)	5	nt	-9	9	0	-5	-9	i	2	22
Cc1cc(OC(=O)c2ccccc2C(F)(F)F)c([N+](=O)[O-])c(=O)[nH]1	1	1	-3	24	-6	1	-1	i	-18	-8
CCOc1ccc(C(=O)NC2CCCCCCC2)cc1	-3	-1	5	1	nt	nt	28	i	nt	-34
O=C(O)c1cccc(-c2ccc(/C=N/n3cnc4sc5c(c4c3=O)CCCC5)o2)c1	-4	-2	6	21	-2	1	11	i	10	-14
CC(=O)N1c2ccc(S(=O)(=O)NCc3ccco3)cc2CC1C (stereo unspecified)	-1	1	-5	17	-4	3	11	i	8	4
Cc1cccc(NC(=O)Cn2cnc3sc(C)c(S(=O)(=O)N4CCC(C)CC4)c3c2=O)n1	2	-1	-8	9	7	-1	2	i	-30	11
CCOC(=O)C1CCCN(C(=O)c2ccc(C)c(NC(=O)C3=C(C)OCCS3)c2)C1 (stereo unspecified)	0	0	-4	-1	1	-2	6	i	4	11
O=C(Nc1ccccc1)Nc1nccs1	1	nt	2	11	-3	-4	-13	i	-8	-41
CN1/C(=C\C(=O)c2cccs2)Sc2ccccc21	0	-2	21	22	9	3	34	i	-3	4
COc1ccc(C(=O)N/C(=C/c2ccccc2F)C(=O)NCCN2CCOCC2)cc1OC	1	5	0	22	2	2	-22	i	-7	13
